Screens as filed in PubChem.
D3 antag: antagonists of human D3 dopamine receptor; P35462; D3R cells, DiscoveRx beta-arrestin luminescence, antagonist mode; active compounds read low; max response, negative = inhibition, %; 360,000 compounds, 2.5% hits; AID 652054; in the data active = max response below about -50%; inconclusive = no clear call, values can overlap the other calls; note: % is set by controls: 0 for no effect and ±100 for the full control effect; mostly tested at two doses, the higher about 12 µM
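Cells expressing the human receptor were seeded at 1500 cells/well, incubated overnight at 37 degrees C in 5% CO2, then exposed to library compounds with dopamine controls for 90 minutes at 37 degrees C before luminescent detection.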
GLP-1R agonist: agonists of human GLP-1 receptor | 380,000 compounds, 0.007% hits | Potency, µM (series often up to 45.6 µM), inactives show at the top dose activation, usual class: activators | AID 624172 | HEK293 GLP-1R CRE-luciferase, luminescence, 4-6 h; cells express a hypersensitive GLP-1R form; note: potency is the fitted concentration of half-maximal effect; % of control where 0% means no effect
Target sequence (P43220 whole entry, looked up): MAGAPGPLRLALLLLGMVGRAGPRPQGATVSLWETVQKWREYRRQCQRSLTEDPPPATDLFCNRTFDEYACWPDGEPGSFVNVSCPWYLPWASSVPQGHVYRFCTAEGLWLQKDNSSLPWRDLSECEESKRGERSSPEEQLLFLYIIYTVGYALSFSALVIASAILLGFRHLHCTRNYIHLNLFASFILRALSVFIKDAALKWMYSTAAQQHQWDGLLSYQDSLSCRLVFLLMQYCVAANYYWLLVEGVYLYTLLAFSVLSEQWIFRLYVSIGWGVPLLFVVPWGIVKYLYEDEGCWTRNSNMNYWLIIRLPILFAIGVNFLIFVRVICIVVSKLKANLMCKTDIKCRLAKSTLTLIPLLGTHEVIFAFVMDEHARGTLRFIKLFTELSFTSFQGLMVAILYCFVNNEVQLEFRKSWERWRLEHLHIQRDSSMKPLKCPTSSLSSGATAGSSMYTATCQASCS
Abeta rescue: restores growth of yeast expressing A-beta42 peptide; yeast expressing A-beta42, growth rescue, OD600, 48 h; response scale: 0% DMSO, 100% iron-clioquinol control; 410,000 compounds, 0.063% hits; Potency, µM (highest dose often 46.1 µM), inactives show top-dose growth rescue, hits mostly activators; AID 1347071; note: potency is the fitted concentration of half-maximal effect; nearly all actives have a fitted effect of over 55% in size
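Yeast A-beta toxicity model in growth medium with pinned compounds, 48 h at 30 C; growth read as absorbance at 600 nm. Normalized to FeCl3/clioquinol equimolar mix (positive) and DMSO (negative).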
PTHR1 agonist: PTHR1 (human) receptor agonism; Q03431; HEK293 GP2 PTHR1 cells, GloSensor cAMP luminescence, 1 h; Potency, µM (top dose mostly 115 µM), without a hit: at the highest dose activation, hits mostly activators; 410,000 compounds, 0.075% hits; AID 743266; note: potency is the fitted concentration of half-maximal effect; nearly all actives have a fitted effect of over 55% in size; some results filed as inactive show a strong effect at the top dose; inactives centre near -15; many of its hits are not listed in these tables
Target sequence (Q03431 whole entry, looked up): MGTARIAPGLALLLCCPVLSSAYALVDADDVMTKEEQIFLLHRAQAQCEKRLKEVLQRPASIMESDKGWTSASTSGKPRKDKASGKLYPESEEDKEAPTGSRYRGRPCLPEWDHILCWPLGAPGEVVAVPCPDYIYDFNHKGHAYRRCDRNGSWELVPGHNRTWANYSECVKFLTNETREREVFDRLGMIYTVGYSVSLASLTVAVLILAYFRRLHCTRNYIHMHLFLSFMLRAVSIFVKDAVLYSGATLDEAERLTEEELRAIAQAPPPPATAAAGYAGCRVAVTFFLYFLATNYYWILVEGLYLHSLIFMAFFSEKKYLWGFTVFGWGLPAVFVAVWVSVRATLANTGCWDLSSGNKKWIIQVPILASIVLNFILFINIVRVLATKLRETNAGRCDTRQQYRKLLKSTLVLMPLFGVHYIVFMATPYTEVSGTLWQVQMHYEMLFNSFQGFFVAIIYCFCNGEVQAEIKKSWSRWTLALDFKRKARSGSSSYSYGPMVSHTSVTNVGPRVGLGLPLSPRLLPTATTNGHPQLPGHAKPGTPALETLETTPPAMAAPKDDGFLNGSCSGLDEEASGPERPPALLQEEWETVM
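HEK-293-derived GP2 cells expressing PTHR1 and a GloSensor cAMP reporter, 3,000/well, plated overnight, given luciferin plus IBMX (each 0.5 mM as added) for 1 h at 37 °C, then compound for 1 h at 37 °C. Luminescence was read after 15 min at room temperature.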
FUS suppressor: suppressors of FUS proteinopathy in yeast | Potency, µM (doses to about 76.6 µM), for the others: at the highest dose growth rescue (activation), actives largely listed as activators | S. cerevisiae FUS-expressing, growth rescue, OD600, 24 h | 390,000 compounds, 0.24% hits;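 note: potency is the fitted concentration of half-maximal effect; plate controls were DMSO vehicle for no effect and reference control for full effect; nearly all actives have a fitted effect of over 55% in size; some results filed as inactive show a strong effect at the top dose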
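S. cerevisiae expressing FUS from galactose induction served as the toxicity model. Growth after 24hr at 30C, read as absorbance at 600 nm, indicates suppression of toxicity; compounds dosed at several concentrations.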
aSyn yeast inh: rescues yeast growth from alpha-synuclein toxicity; Yeast expressing alpha-synuclein, growth rescue, BacTiter-Glo, 24 h; Potency, µM (titrated, usually from 46.1 µM), for the others: top-dose growth rescue (activation), actives largely listed as activators; 370,000 compounds, 0.14% hits; AID 652106; note: potency is the fitted concentration of half-maximal effect; % of control where 0% means no effect; nearly all actives have a fitted effect of over 65% in size
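Screening used galactose-induced yeast with toxic alpha-synuclein levels, exposed to compound for 24 hr at 30 deg C. Cell growth, read with BacTiter-Glo luminescence, gave the measured signal.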
TDP-43 yeast inh: TDP-43 toxicity inhibition in yeast; TDP-43 expressing yeast growth rescue, BacTiter-Glo, 24 h; 410,000 compounds, 1.8% hits; Potency, µM (series often up to 46.1 µM), without a hit: at the highest dose growth rescue (activation), usual class: activators; note: potency is the fitted concentration of half-maximal effect; % of control where 0% means no effect; nearly all actives have a fitted effect of over 50% in size
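Yeast expressing TDP-43 (pregrown in raffinose, seeded at OD600=0.02 in galactose medium) exposed to compounds 24 hr at 30 deg C. Growth read by BacTiter-Glo luminescence; rescue of toxicity appears as increased signal.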
GLP-1R inv ag: GLP-1 receptor (human) inverse agonism. HEK293 GLP-1R CRE-luciferase, luminescence, 24 h; GLP-1R form is constitutively active. Potency, µM (highest dose often 38.3 µM), for inactives: top-dose activity change, negative = inhibition, actives largely listed as inhibitors. 410,000 compounds, 1.6% hits; note: potency is the fitted concentration of half-maximal effect; % is set by controls: 0 for no effect and ±100 for the full control effect; nearly all actives have a fitted effect of over 55% in size
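Inverse agonism was detected as reduced cAMP-driven luciferase luminescence after 24 h compound treatment. The cells were HEK293 clones expressing constitutively active human GLP-1R with the reporter. Reporter-only and GPR119 cell lines served as counterscreen controls.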
pAkt inh: Akt phosphorylation inhibition; Neuro2A IGF-stimulated pAkt S473 HTRF, 20 min; active compounds read low; 360,000 compounds, 0.32% hits; AID 651550; activity change, % for hits at 50 µM; in the data active = activity change below about -80%; inconclusive = mostly about -51% to -80%; note: % is set by controls: 0 for no effect and ±100 for the full control effect
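Single-point screen (50 µM final compound) in Neuro2A cells stimulated 20 min with 6 nM IGF at 37 deg C. After lysis, Ser473-phosphorylated Akt read by HTRF (ex 330 nm, em 615/665 nm) as the 665/615 ratio.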
* marks the source's active call; other numbers are inactive results; i = inactive; u = inconclusive; x = not tested or not shown; [ ] = another dose, or the depositor's remark. Unless noted, calls come from the whole dose curve; as a rule, active = well fitted curve in the direction sought with a large enough effect; inconclusive = small, poorly fitted or top-dose-only effect, or another doubt; inactive = no such curve, though single readings can be large; an effect the other way counts as inactive or inconclusive. Some of the compounds tested; count on the stated rates, not on these rows.

SMILES | D3 antag | GLP-1R agonist | Abeta rescue | PTHR1 agonist | FUS suppressor | aSyn yeast inh | TDP-43 yeast inh | GLP-1R inv ag | pAkt inh
C=CCSc1nnc(CNC(=O)c2ccc(Cl)cc2)n1CC | -8 | -2% | -3% | i | 6% | 3% | -2% | -7% | i
C/C(=N/NC(=O)CNC(=O)c1ccccn1)c1ccc([N+](=O)[O-])cc1 | 11 | 9% | -8% | -24% | 15% | 9% | -1% | 2% | i
O=C(Cn1nc(-c2ccco2)ccc1=O)Nc1ccc(Br)cc1 | -10 | -1% | -8% | -2% | 41% | 0% | 11% | 9% | i
CCc1ccc(C(=O)CCC(=O)Nc2ccc(OC)c(S(=O)(=O)N3CCCCC3)c2)cc1 | 4 | -3% | 4% | -12% | x | 1% | 11% | u | i
CCCCCOc1ccc(C(=O)OCC(=O)Nc2cc(C)on2)cc1 | -9 | -13% | 18% | 6% | 8% | 0% | 6% | 17% | i
Nc1nc(SCc2ccccc2)c2ncn(C3CCCCC3)c2n1 | 27 | 8% | 5% | -21% | 8% | 8% | -2% | u | i
CCOC(=O)c1ccc(NC(=S)N2CCCC(C)C2)cc1 (stereo not given) | 10 | 4% | u | -1% | 30% | 0% | 5% | u | i
CCCCOc1ccc(C(C)NC(=O)C2CCCN(S(=O)(=O)CCC)C2)cc1 (stereo not given) | -14 | 7% | 14% | -39%[inhibitor] | 16% | -6% | 0% | -26% | i
COc1ccccc1N(CC(=O)Nc1cc(C)cc(C)c1)S(C)(=O)=O | x | -1% | -20% | 6% | 14% | x | -7% | 22% | x
CCC(=O)Nc1ccccc1N1CCN(S(C)(=O)=O)CC1 | 5 | 15% | -4% | -48%[inhibitor][57.5 µM] | 0% | 1% | -2% | 0% | i
Cc1cc(O)cc(O[C@H]2OC(CO)[C@H](O)[C@@H](O)[C@H]2O)c1 (stereo not given in full) | 9 | 6% | -11% | -29% | -23% | 0% | 16% | -6% | i
Cc1cccc(C(=O)NC(=S)Nc2ccc(Cc3ccncc3)cc2)c1 | -78* | 22% | 4% | i | 36% | -8% | 6% | u | i
O=C(Cn1ccn(-c2ccc(F)cc2)c(=O)c1=O)Nc1ccccc1C(F)(F)F | x | x | 3% | i | -3% | x | 18% | 9% | x
COC(=O)C1C(=O)C(C(=O)/C=C/c2ccccc2)C(=O)CC1(C)C (stereo not given) | -2 | -2% | -30%[inhibitor] | -82%[inhibitor] | 19% | 9% | u | u | i
CN(C)S(=O)(=O)c1cc(NC(=O)CN2CCCc3ccccc32)ccc1Cl | -16 | 7% | 22% | -28% | u | 9% | -16% | -12%[0.307 µM] | i
CCOc1ccc(N2CC(NC(=O)c3ccc(Cl)cc3)CC2=O)cc1 (stereo not given) | x | x | -2% | i | 6% | x | 13% | -11% | x
Cn1cc(C(=O)C(=O)N2CCN(c3ccccc3)CC2)c2ccccc21 | -16 | 6% | -11% | -17% | 8% | -2% | -1% | 6% | i
O=C1Nc2ccccc2C(O)(C(=O)NCc2ccc3c(c2)OCO3)N1c1ccccc1 (stereo not given) | -18 | -6% | -7% | i | 9% | -4% | -4% | -4% | i
Cc1ccc(C2(C)NC(=O)N(CC(=O)N3CCN(C(=O)c4cccs4)CC3)C2=O)cc1 (stereo not given) | 8 | -4% | 9% | i | 4% | 0% | 15% | 105%[activator] | i
Cc1ccc(S(=O)(=O)N2CCC(c3nnc(-c4cccc(C)c4)o3)CC2)cc1 | x | x | -5% | -2% | 45% | x | 24% | u | x
Cc1c[n+]([O-])cc(C)c1Oc1ccccc1 | -5 | -1% | -18% | 10% | -16% | -1% | -8% | 9% | i
COc1ccccc1CNC(=O)CCS(=O)(=O)c1ccc2c(c1)oc(=O)n2C | x | x | -11% | i | 7% | x | 13% | -4% | x
CCCS(=O)(=O)NCCc1cc2c(OC)ccc(OC)c2[nH]c1=O | -13 | -5% | 7% | -20% | x | 2% | 1% | 0% | i
Cc1ccc(CNC(=O)CCNS(=O)(=O)c2cccs2)cc1 | 6 | 14% | 1% | i | x | 5% | -3% | 17% | i
O=C(O)CCn1cc(-c2ccc(Cl)cc2)nc1-c1ccc(Cl)nc1 | 0 | -4% | -3% | -2% | -15% | 1% | -4% | -1% | i
Cc1cc(/C=N\NC(=O)COc2cccc3cccnc23)c(C)n1-c1ccc(Br)cc1 | -29 | -2% | -21% | -11% | 8% | 1% | 13% | u | i
CN(CC(=O)NCc1ccco1)S(=O)(=O)c1ccc2c(c1)c(=O)n(C)c(=O)n2C | 13 | -2% | 10% | -20% | 4% | 0% | -7% | 9% | i
O=C(NC1(C(F)(F)F)OCCO1)c1ccc(F)cc1 | -13 | -1% | 9% | i | -7% | -2% | -16% | -2% | i
C/C(=N\NC(=O)c1ccccc1O)C1C(=O)c2ccccc2C1=O | 13 | -1% | 11% | i | -14% | x | -7% | -7% | x
COCCNC(=O)c1c[nH]n2c(=O)cc(C3CCN(C(=O)OC(C)(C)C)CC3)nc12 | 11 | -2% | -5% | -3% | 17% | 2% | 6% | 3% | i
C=CCn1c(SCC(=O)N2CCc3ccccc3C2)nnc1-c1ccncc1 | 8 | 5% | -16% | -16% | 15% | 3% | 6% | -12% | i
COC(=O)c1cccc(NC(=O)c2cnn(C)c2)c1 | 3 | 15% | 7% | -5% | 21% | 0% | 2% | 35%[activator] | i
COc1ccc(/C([O-])=C(/C(=S)Nc2ccc(C)c(C)c2)n2c[n+](C)c3ccccc32)cc1OC | -20 | 8% | -19% | i | 17% | -1% | -3% | -5% | i
Cc1cccc(NC(=O)c2ccc(-c3ccccc3)s2)c1 | x | x | -4% | -42%[inhibitor] | 10% | x | 10% | 2% | x
O=C(CNC(=O)c1ccc(S(=O)(=O)N2CCCC2)cc1)N/N=C/c1c(Cl)cccc1Cl | 0 | 8% | 2% | -28% | 21% | -1% | -4% | u | i
COCC(=O)Nc1nc2ccccc2s1 | 2 | 4% | -2% | i | -15% | -3% | -11% | 9% | i
CN(C(=O)CN1C(=O)NC(C)(CCc2ccccc2)C1=O)c1ccccc1 (stereo not given) | 0 | 2% | -7% | -19% | 8% | -3% | 10% | -4% | i
OC(COCc1ccccc1)CN1CCN(c2ccccc2)CC1 (stereo not given) | u | -1% | -6% | -15% | 23% | -2% | -19% | u | i
CC(=O)n1c2ccccc2c2nc(NC(C)C)sc21 | 1 | 1% | -76%[inhibitor] | -15% | 19% | -45%[inhibitor] | -89%[inhibitor] | 11% | i
CCOC(=O)c1ccc(N2CCOCC2)c(NS(=O)(=O)c2ccc(F)cc2)c1 | -19 | 6% | -7% | -3% | 16% | 0% | 9% | 15% | i
CCCCn1c(N)c(N(CCOC)C(=O)c2ccc3c(c2)C(=O)N(c2ccccc2C)C3=O)c(=O)[nH]c1=O | -18 | 2% | 4% | i | 3% | -3% | -13% | 6% | i
Cc1ccc(SCCNC(=O)c2ccc(C)c(S(=O)(=O)Nc3ccccc3C)c2)cc1 | 11 | 3% | -1% | i | 36% | 11% | -17% | 15% | i
O=C(NCCc1ccccc1)c1ccc(=O)[nH]c1 | -7 | 3% | 18% | -20%[57.5 µM] | -17% | 6% | -6% | 6% | i
O=C(NCc1ccccc1)C1C2C=CC3(CN(Cc4cccnc4)C(=O)C13)O2 (stereo not given) | -14 | -19% | 4% | -13%[57.5 µM] | 12% | -2% | -12% | 4% | i
COc1cccc(NC(=O)CC(=O)c2ccc([N+](=O)[O-])cc2)c1 | -9 | -3% | -7% | -14% | 23% | -12% | 11% | -2% | i
Cc1nn(CC(=O)c2ccc(Cl)cc2Cl)c(C)[n+]1N | 14 | 0% | -1% | -4% | x | -1% | -4% | 0% | i
COC(=O)C1CN(C(=O)C(C)Oc2ccc(C(C)C)cc2)c2ccccc2O1 (stereo not given) | -12 | 4% | 14% | -46%[inhibitor] | 23% | 6% | 21% | u | i
C#CC(C)(CC)NC(=O)c1cc(OC)c(OC)c(OC)c1 (stereo not given) | 5 | 5% | -12% | i | -18% | 5% | -3% | 6% | i
Cc1nc2ccc(NC(=O)c3cnc(Cl)c(Cl)c3)cc2s1 | -6 | 11% | -6% | -9% | -13% | -4% | 17% | 18% | i
CCOC(=O)C1=NN(N=O)C2(CC(=O)N(c3cc(C)cc(C)c3)C2=O)C1 (stereo not given) | -22 | -11% | -8% | -41%[inhibitor][57.5 µM] | 13% | 11% | 21% | -4% | i
Cc1ccc(S(=O)(=O)N2CCCCC2)cc1NC(=O)CSCC(=O)O | -19 | -1% | -11% | 24% | 19% | -6% | -9% | 10% | i
Cc1ccc(-c2nc(CS(=O)(=O)CC(=O)N3CC(C)CC(C)C3)c(C)o2)cc1 (stereo not given) | -13 | 0% | -6% | -23% | u | 11% | 20% | u | i
O=C(Nc1ccc2c(c1)OCO2)c1cc(-c2ccccc2Cl)on1 | -17 | 14% | 6% | -7% | 23% | 11% | 14% | -26% | i
COc1cc(C(=O)NCC(c2cccs2)N2CCOCC2)ccc1OCc1ccccc1 (stereo not given) | -22 | 11% | -1% | -25% | 4% | -3% | 6% | u | i

Looked up by structure from above, 2 records:
SMILES | D3 antag | GLP-1R agonist | Abeta rescue | PTHR1 agonist | FUS suppressor | aSyn yeast inh | TDP-43 yeast inh | GLP-1R inv ag | pAkt inh
O=C(Nc1ccc2c(c1)OCO2)c1cc(-c2ccccc2Cl)on1 | -17 | 14% | 6% | -7% | 23% | 11% | 14% | -26% | i
Cc1ccc(-c2nc(CS(=O)(=O)CC(=O)N3CC(C)CC(C)C3)c(C)o2)cc1 (stereo not given) | -13 | 0% | -6% | -23% | u | 11% | 20% | u | i
